# Assay outcomes (PubChem)
# Yfh1-off respiration = mitochondrial function rescue without frataxin homolog – Friedreich's ataxia, plus single-dose screen, dose response (AID 1465) | S. cerevisiae Yfh1-off respiration, WST-1 reduction, 72 h; higher fold induction means a stronger effect | one-dose fold induction at 50 µM; EC50 in µM for titrated hits | actives 0.074% (n = 220,000);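 active = fold induction of absorbance versus untreated yeast above a set limit, then at least 30% activation at any dose in follow-up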;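 also: activators that raise dye reduction in frataxin-depleted yeast; strong numbers were not always called active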
# Calls only; i = inactive.
# Start of the data: the first 2 records (preview)
Molecule	Yfh1-off respiration
Cn1cc(C[C@H](NC(=O)OC(C)(C)C)C(=O)N[C@@H](CO)Cc2ccccc2)c2ccccc21	i
O=C(c1ccc(-c2ccccc2Cl)s1)N1CCOCC1	i

# Main list, previewed entries included:
Molecule	Yfh1-off respiration
Cn1cc(C[C@H](NC(=O)OC(C)(C)C)C(=O)N[C@@H](CO)Cc2ccccc2)c2ccccc21	i
O=C(c1ccc(-c2ccccc2Cl)s1)N1CCOCC1	i
COc1cc(C)c(/C=C/C(C)=C/C=C/C(C)=C/C(=O)O)c(C)c1C	i
CCOC(=O)[C@H](CCc1ccccc1)N[C@H]1CCc2ccccc2N(CC(=O)O)C1=O	i
CC(C)=CCc1cc([C@@H]2COc3c(ccc4c3C=CC(C)(C)O4)C2)c(O)cc1O	i
COc1cccc(N2[C@@H](CC(=O)O)c3ccc(/C=C/C(=O)O)cc3S2(=O)=O)c1	i
CCN1C(=O)N[C@@H](c2cccc(C(F)(F)F)c2)[C@@H](C(=O)OC)[C@H]1C	i
CCNC(=S)NCc1ccc(Cl)cc1	i
O=C(NCc1ccco1)c1cccn2c(=O)c3sccc3nc12	i
Cc1cc([N+](=O)[O-])ccc1NCc1cccc2ccccc12	i
Cc1ccc(NC(=S)NCCc2ccc(S(N)(=O)=O)cc2)c(C)c1	i
Clc1cccc2sc(-c3nnc(-c4ccccc4)o3)c(Cl)c12	i
CC(C)=CCc1c(O)cc(O)c2c1OC(c1ccc(O)cc1)CC2=O (configuration not stated)	i
COc1cccc(Nc2nc(NCCO)nc(N3CCCC3)n2)c1	i
CC#CCN1c2ccccc2[C@]23C[C@@H](C(=O)OC)N(C(=O)NC(C)(C)C)C2=NC(C(=O)OC)=C(C(=O)OC)[C@H]13	i
COC(C[C@@H]1O[C@@H]1C(=O)[C@H](C)OCc1ccccc1)OC	i
CC1(OC(=O)c2ccco2)C(=O)C=C2C=C(c3ccsc3)OC=C2C1=O (configuration not stated)	i
O=C(CSc1ncnc2c1oc1ccccc12)N1CCN(c2ccccc2)CC1	i
COc1ccc(CC2NCCC3=CC(=O)CCC32)cc1O (configuration not stated)	i
CCOC(=O)[C@@H]1[C@H]2COc3ccc(Br)cc3[C@@H]2N2C(=O)N(c3ccc(Cl)cc3)C(=O)[C@]12C	i
COc1ccc(Cl)cc1S(=O)(=O)N1CCCC(C(=O)NCC(N)=O)C1 (configuration not stated)	i
COCCN1C(=O)N[C@@H](c2cccc(C(F)(F)F)c2)[C@H](C(C)=O)[C@H]1C	i
NC(=Nc1ccccc1)NC(=O)c1nc(Cl)c(N)nc1N	i
O=C(NCc1ccccc1)c1onc(CSc2ccc(F)c(F)c2)c1C(=O)NCc1ccccc1	i
c1cnc2ccc(C(c3nnnn3C3CCCCC3)N3CCN(C4CCCCC4)CC3)cc2c1 (configuration not stated)	i

# More compounds.
Molecule	Yfh1-off respiration
CCCCCCCCCCCCN1[C@@H](CC(=O)OC)c2cc(F)cc(F)c2S1(=O)=O	i
O=C(O)CSCC(=O)Nc1ccccc1	i
Cc1ccc(C(=O)Nn2cnnc2)cc1[N+](=O)[O-]	i
CC(C)C[C@H]1C(=O)N2CCC[C@H]2[C@]2(O)O[C@](NC(=O)C3C=C4c5cccc6[nH]c(Br)c(c56)C[C@H]4N(C)C3)(C(C)C)C(=O)N12 (some centres not stated)	i
Cc1cc([N+](=O)[O-])c(NC2CCCCC2)c([N+](=O)[O-])c1	i
O=c1c2ccccc2oc2ccc(-c3ccc4[nH]ccc4c3)cc12	i
N#Cc1cccnc1N1CCN(C(=O)c2ccc3c(c2)S(=O)(=O)c2ccccc2C3=O)CC1	i
OCCNc1nc(Nc2ccccc2Oc2ccccc2)nc(N2CCCC2)n1	i
CS(=O)(=O)c1ccc(CNC(=O)C2(C(F)(F)F)C/C(=C/CCO)CCCO2)cc1 (configuration not stated)	i
COc1ccc(OC)c(Nc2cc3ccccc3c(=O)[nH]2)c1	i
O=C(O)c1ccc(-c2noc(-c3ccccc3C(F)(F)F)n2)cc1	i
O=C(/C=C/c1ccco1)NC(=S)Nc1cccc(-c2nc3ccccc3s2)c1	i
CCC/C=C(\CCC)C(NC(=O)CCc1ccccc1)c1ccc(C(F)(F)F)cc1 (configuration not stated)	i
O=C(NCc1nc2ccccc2[nH]1)C1=C[C@H](c2ccc(C(F)(F)F)cc2)C[C@H](OCCCCO)O1	i
COc1ccccc1Nc1nc(NCCO)nc(N2CCCC2)n1	i
Fc1cccc(F)c1-c1nc2c(s1)CCc1onc(-c3ccc(Br)cc3)c1-2	i
O=C1c2ccccc2S(=O)(=O)c2cc(N3CCC4(CC3)OCCO4)ccc21	i
COc1cccc(N2[C@@H](CC(=O)O)c3ccccc3S2(=O)=O)c1	i
CC(C)=CCc1c(O)c(CC=C(C)C)c2c(c1O)-c1cc(O)c(O)cc1CC2	i
Cc1ccc2ccc(C3C(=O)c4ccccc4C3=O)nc2c1	i
O=C1c2ccccc2S(=O)(=O)c2cc(N3CCN(c4ccccc4)CC3)ccc21	i
CCc1nnc(NC(=O)CSc2nnc3scc(-c4ccc(C)cc4)n23)s1	i
CCOC(=O)C1=C(C)N(CCCC(=O)O)C(=O)NC1c1ccccc1 (configuration not stated)	i
Cc1ccc(CNC(=O)c2cc(-c3ccccc3)nn2CC2CC(c3cccc([N+](=O)[O-])c3)=NO2)cc1 (configuration not stated)	i
CC1(C)CC(=O)C=C(c2cccnc2)C1	i

# Quoted from the results shown (seven entries):
Molecule	Yfh1-off respiration
CCCCCCCCCCCCN1[C@@H](CC(=O)OC)c2cc(F)cc(F)c2S1(=O)=O	i
O=C(O)CSCC(=O)Nc1ccccc1	i
Cc1ccc(C(=O)Nn2cnnc2)cc1[N+](=O)[O-]	i
CC(C)C[C@H]1C(=O)N2CCC[C@H]2[C@]2(O)O[C@](NC(=O)C3C=C4c5cccc6[nH]c(Br)c(c56)C[C@H]4N(C)C3)(C(C)C)C(=O)N12 (some centres not stated)	i
Cc1cc([N+](=O)[O-])c(NC2CCCCC2)c([N+](=O)[O-])c1	i
O=c1c2ccccc2oc2ccc(-c3ccc4[nH]ccc4c3)cc12	i
N#Cc1cccnc1N1CCN(C(=O)c2ccc3c(c2)S(=O)(=O)c2ccccc2C3=O)CC1	i

# The results go on:
Molecule	Yfh1-off respiration
COC(=O)CNC(=O)c1ccccc1	i
Brc1ccccc1-n1nnc(-c2cnc3ccccc3c2)n1	i
Brc1ccc(-c2noc(CCc3ccccc3)n2)cc1	i
Nc1c(Sc2ccccc2)c(=O)[nH]c(=O)n1Cc1ccccc1	i
COC(=O)c1c(-c2ccc(OC)cc2)oc2ccc(-c3cc(OC)c(OC)c(OC)c3)cc12	i
CC(C)c1cc(C(C)C)c(S(=O)(=O)N2c3ccccc3[C@@]3(Br)C[C@H]4C(=O)N[C@@H](Cc5ccccc5)C(=O)N4[C@@H]23)c(C(C)C)c1	i
C=C1CCN([C@@H](CC(C)C)C(=O)NCc2ccc(OC)cc2)S(=O)(=O)c2ccccc21	i
CCC(=O)OC1(C)C(=O)C=C2C=C(c3ccc(C#N)cc3)OC=C2C1=O (configuration not stated)	i
Cn1cnnc1Sc1nc2c(c(=O)n(C)c(=O)n2C)n1C	i
CCOc1ccc(N2C(=O)CC(N3CCN(c4ccc(C(=O)c5ccncc5)cc4)CC3)C2=O)cc1 (configuration not stated)	i
CC(=O)c1cccc(-c2ccc3c(=O)[nH]c(Nc4ccccc4)cc3c2)c1	i
Cc1ccc(C(=O)NCCCN2CCOCC2)cc1	i
COC(=O)C1=C(C)N(Cc2ccccc2)C(=O)N[C@H]1CCc1ccccc1	i
Cc1cc(C)cc(OCc2nc3ncc(Br)cc3[nH]2)c1	i
CCOC(=O)CN1N=C(/C=C/c2ccccc2)CCC1=O	i
Cn1c(=O)c2c(nc(CN3CCN(c4ccccc4F)CC3)n2CCCc2ccccc2)n(C)c1=O	i
COc1ccc(N/C=C/C(=O)c2ccc(C)cc2)c([N+](=O)[O-])c1	i
O=C1c2ccccc2S(=O)(=O)c2cc(C(=O)N3CCCC3)ccc21	i
COc1ccc([C@H]2/C=C\CN(C(=O)c3ccccc3)[C@@H](C)C(=O)N2Cc2ccc(F)cc2)cc1	i
O=C(O)c1ccc(-c2noc(-c3ccccc3F)n2)cc1	i
CCOC(=O)[C@@H]1[C@H]2COc3ccccc3[C@@H]2N2C(=O)N(c3cccc(F)c3)C(=O)[C@]12C	i
Cc1ccc(Oc2ccc(OCC(=O)OC3CCS(=O)(=O)C3)cc2)cc1 (configuration not stated)	i
CC(C)c1cc(C(C)C)c(S(=O)(=O)N2c3ccccc3[C@]3(Br)C[C@H]4C(=O)N[C@@H](Cc5ccccc5)C(=O)N4[C@H]23)c(C(C)C)c1	i
CCOC(=O)C1=C(C)N(CCCCCC(=O)O)C(=O)NC1c1ccccc1OS(=O)(=O)c1ccc(C)cc1 (configuration not stated)	i
CN1CCN(S(=O)(=O)c2cccc([N+](=O)[O-])c2)CC1	i

# New compounds follow
canonical_smiles | Yfh1-off respiration
CCCOc1ccc(C(=O)Nc2ccccc2[N+](=O)[O-])cc1 | i
O=C1C(C=NCCCn2ccnc2)=C(O)c2ccccc21 | i
CCOc1ccc(C)cc1S(=O)(=O)Nc1cccnc1 | i
Cc1ccccc1CN1C(=O)[C@@H]2Cc3c([nH]c4ccccc34)C(C)(C)N2C1=O | i
CCOC(=O)Nc1ccc2c(c1)N(C(=O)CCN1CCN(CCO)CC1)c1ccccc1S2 | i
C#CCOCCOCCOCCNc1nc(N2CCN(C(=O)C([C@@H](C)CC)n3cc(C(N)COC(=O)C(F)(F)F)nn3)CC2)nc(N2CCN(C(=O)[C@H](Cc3ccc(O)cc3)n3cc(C(N)[C@H](C)CC)nn3)CC2)n1 (some centres not stated) | i
CC#CCN1c2ccccc2[C@]23C[C@@H](C(=O)OC)N(C(=O)NCCBr)C2=NC(C(=O)OC)=C(C(=O)OC)[C@H]13 | i
O=C(O)c1cccc(O)c1O | i
CS(=O)(=O)OCCCCOS(C)(=O)=O | i
CSc1ncc(CNc2cc([N+](=O)[O-])ccc2C)c(N)n1 | i

# The listing continues:
canonical_smiles | Yfh1-off respiration
O=[N+]([O-])c1ccc(N2CCN(c3ccc(Cl)nn3)CC2)cc1NC1CC1 | i
Nc1c(Cl)cc(-c2csc(NC(CO)c3nc4ccccc4n3CCOCCO)n2)cc1Cl (configuration not stated) | i
Cc1ccc(C)c(NC(=S)NCCc2ccc(S(N)(=O)=O)cc2)c1 | i
CC(C)(C)[C@@H]1C=C(C(=O)O)O[C@H](OCCCCO)C1 | i
CCN(CC)C(=O)Cn1c(=O)n(Cc2ccccc2Cl)c2c1c(=O)n(C)c(=O)n2C | i
Fc1ccc(NC(=S)N2CCCC2)cc1 | i
CCN1C(=O)N[C@@H](c2ccc(Br)cc2)C(C(C)=O)=C1C | i
CNC(=O)C1(C)C=CC2(CCCCC2)N1C(=O)OC (configuration not stated) | i
CC(C)N=c1cc2n(-c3ccc(Cl)cc3)c3ccccc3nc-2cc1Nc1ccc(Cl)cc1 | i
CCN(CC)c1nc(N(CC)CC)[nH]c(=O)n1 | i

# More records follow:
canonical_smiles | Yfh1-off respiration
C#CCNC(=O)C1=C[C@@H](c2ccccc2)C[C@@H](OCCCCO)O1 | i
O=C(c1ccc(COc2ccc3c(c2)CCC3)o1)N1CCN(c2ccccc2)CC1 | i
CC(=O)Oc1ccccc1C(=O)Nc1ccccc1 | i
COC(=O)C1=C(C(=O)OC)[C@@H]2Nc3ccccc3[C@@]23C[C@@H](C(=O)OC)N(C(=O)NC2CCCCC2)C3=N1 | i
C=C1CCN([C@@H](Cc2ccccc2)C(=O)Nc2ccc(OC)cc2)S(=O)(=O)c2ccccc21 | i
Cn1c(=O)n(CC(=O)Nc2cccnc2)c2ccccc21 | i
O=S1(=O)CCOC[C@H](Cc2ccccc2)N1Cc1ccc(Cl)cc1 | i
CC1=C(C/C=C(\C)CCC[C@H](C)CCC[C@H](C)CCCC(C)C)C(=O)c2ccccc2C1=O | i
CC[C@@H]1[C@H]2CCCC(=O)N3CC[C@@H](C[C@H]1O)[C@@H]23 | i
CC1(O)C(=O)C=C2C=C(C3CC3)OC=C2C1=O (configuration not stated) | i

# The listing continues.
canonical_smiles | Yfh1-off respiration
Nc1c(Cl)cc(-c2csc(N3CCCC3c3nc4cc(Cl)c(N5CCCCC5)cc4n3CCCO)n2)cc1Cl (configuration not stated) | i
CC(C)CCNC(=O)c1c(CSc2ccc(Cl)cc2)noc1C(=O)NCc1ccccc1 | i
COc1ccc(-c2nc3c(c(=O)n(C)c(=O)n3C)n2CC2CC(c3ccccc3)=NO2)cc1OC (configuration not stated) | i
CC(C)(C)OC(=O)NCCCC1=CC2=CC(=O)C(C)(OC(=O)c3ccco3)C(=O)C2=CO1 (configuration not stated) | i
Cc1ccc(CN2C(=O)[C@@H]3Cc4c([nH]c5ccccc45)C(C)(C)N3C2=O)cc1 | i
CC12CC3(C)CC(C)(C1)CC(C(=O)NC1=NCCS1)(C2)C3 | i
CCC1(C)Cc2c(sc3nc4n(c(=O)c23)CCCS4)CO1 (configuration not stated) | i
COc1ccc(NC2=CC(=O)CC(c3ccc(C)cc3)C2)c(OC)c1 (configuration not stated) | i
CCN1CCN(C(=S)c2ccc(OCC(=O)Nc3ccc(OC)cc3)cc2)CC1 | i
CCCCC(=O)N1C/C=C\[C@H](c2ccc(OC)cc2)N(Cc2ccc(F)cc2)C(=O)[C@@H]1C | i
Oc1ccc(/C=N/Nc2cc(N3CCOCC3)nc(N3CCOCC3)n2)cc1 | i
CCOc1ccccc1-c1nc2c(s1)CCc1onc(-c3ccc(OC)cc3)c1-2 | i

# Five entries from above, arranged by count of non-hydrogen atoms, falling:
canonical_smiles | Yfh1-off respiration
COc1ccc(-c2nc3c(c(=O)n(C)c(=O)n3C)n2CC2CC(c3ccccc3)=NO2)cc1OC (configuration not stated) | i
CCOC(=O)C1=C(C)N(CCCC(=O)O)C(=O)NC1c1ccccc1 (configuration not stated) | i
C#CCNC(=O)C1=C[C@@H](c2ccccc2)C[C@@H](OCCCCO)O1 | i
CCOc1ccc(C)cc1S(=O)(=O)Nc1cccnc1 | i
CCN(CC)c1nc(N(CC)CC)[nH]c(=O)n1 | i

# These rows are one share of the data. The share of hits here may be higher or lower than overall.
